MT1-MMP act inh: blockers of MT1-MMP proenzyme processing, primary screen, HT1080 RFP-PRO-GFP cells, GFP/RFP fluorescence; Matrix metalloproteinase-14 (Homo sapiens), P50281; GFP/RFP ratio fluorescence, overnight; percent of plate control window, DMSO zero; GFP/RFP ratio change, % at 20 µM; actives 0.061% (n = 360,000);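 active = GFP/RFP ratio change of at least 30% with cell ATP level not reduced by more than half and red fluorescence within 50% of control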; note: strong numbers were not always called active
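Material – HT1080 RFP-PRO-GFP cells · Control set – DMSO wells and RFP-L50D-GFP cells · Incubation – overnight cell settling, then overnight compound exposure, 37 °C, 5% CO2 · Compound dosing – single-point 20 µM compound, 1% DMSO · Read-out – GFP/RFP fluorescence ratio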
Scp-1 inhibitor: Scp-1 phosphatase inhibitors, primary screen, biochemical, colorimetric, uHTS; Carboxy-terminal domain RNA polymerase II polypeptide A small phosphatase 1 (Homo …; Recombinant Scp1, phosphopeptide, malachite green phosphate absorbance; inhibition, % at 20 µM; actives 0.88% (n = 340,000); AID 493091, 2011;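 active = inhibition above about 50% at 20 µM, limit read from the data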;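 note: plate controls were DMSO wells with enzyme for no effect and wells lacking enzyme for full effect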
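assay system = SCP-1 phosphatase catalytic domain, residues 76-261 | buffer or medium = 50 mM Tris acetate pH 5.5, 0.005% Tween-20, 10 mM MgCl2 | incubation = enzyme reaction 45 min at room temperature, colour 5 min, stabilisation 30 min | signal = Phosphate-binding colour reagent, absorbance read at 630 nm | measure = % inhibition at 20 µM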
LMPTP inh: LMPTP phosphatase inhibitors, primary screen, biochemical, fluorescence intensity, uHTS; Low molecular weight phosphotyrosine protein phosphatase (Homo sapiens), P24666; inhibition, % at 20 µM; recombinant LMPTP-A, OMFP fluorogenic substrate; actives 0.22% (n = 360,000);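 active = compounds that cut the enzyme signal by at least half of the control window in the single-dose screen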;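 note: plate controls were DMSO wells with enzyme plus substrate for no effect and substrate without enzyme for full effect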
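Test system: LMPTP-A phosphatase enzyme. Amount: LMPTP-A at 0.625 nM final in the reaction. Reagent: OMFP substrate, 400 µM final. Times: 50 min at room temperature. Signal: endpoint fluorescence intensity from OMFP dephosphorylation. Read-out basis: % inhibition. Benchmarks: no-enzyme and uninhibited controls.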
DNMT1 block: human DNMT1 methyltransferase inhibitors, primary screen, biochemical, molecular beacon, fluorescence, HinP1I cleavage, uHTS; inhibition (reported as % activation of signal), % at 10 µM; actives 0.83% (n = 360,000); AID 588458, 2011; DNA (cytosine-5)-methyltransferase 1 (Homo sapiens), P26358; in the data active = inhibition above about 50%
Target sequence (P26358 504-1616 limits assumed): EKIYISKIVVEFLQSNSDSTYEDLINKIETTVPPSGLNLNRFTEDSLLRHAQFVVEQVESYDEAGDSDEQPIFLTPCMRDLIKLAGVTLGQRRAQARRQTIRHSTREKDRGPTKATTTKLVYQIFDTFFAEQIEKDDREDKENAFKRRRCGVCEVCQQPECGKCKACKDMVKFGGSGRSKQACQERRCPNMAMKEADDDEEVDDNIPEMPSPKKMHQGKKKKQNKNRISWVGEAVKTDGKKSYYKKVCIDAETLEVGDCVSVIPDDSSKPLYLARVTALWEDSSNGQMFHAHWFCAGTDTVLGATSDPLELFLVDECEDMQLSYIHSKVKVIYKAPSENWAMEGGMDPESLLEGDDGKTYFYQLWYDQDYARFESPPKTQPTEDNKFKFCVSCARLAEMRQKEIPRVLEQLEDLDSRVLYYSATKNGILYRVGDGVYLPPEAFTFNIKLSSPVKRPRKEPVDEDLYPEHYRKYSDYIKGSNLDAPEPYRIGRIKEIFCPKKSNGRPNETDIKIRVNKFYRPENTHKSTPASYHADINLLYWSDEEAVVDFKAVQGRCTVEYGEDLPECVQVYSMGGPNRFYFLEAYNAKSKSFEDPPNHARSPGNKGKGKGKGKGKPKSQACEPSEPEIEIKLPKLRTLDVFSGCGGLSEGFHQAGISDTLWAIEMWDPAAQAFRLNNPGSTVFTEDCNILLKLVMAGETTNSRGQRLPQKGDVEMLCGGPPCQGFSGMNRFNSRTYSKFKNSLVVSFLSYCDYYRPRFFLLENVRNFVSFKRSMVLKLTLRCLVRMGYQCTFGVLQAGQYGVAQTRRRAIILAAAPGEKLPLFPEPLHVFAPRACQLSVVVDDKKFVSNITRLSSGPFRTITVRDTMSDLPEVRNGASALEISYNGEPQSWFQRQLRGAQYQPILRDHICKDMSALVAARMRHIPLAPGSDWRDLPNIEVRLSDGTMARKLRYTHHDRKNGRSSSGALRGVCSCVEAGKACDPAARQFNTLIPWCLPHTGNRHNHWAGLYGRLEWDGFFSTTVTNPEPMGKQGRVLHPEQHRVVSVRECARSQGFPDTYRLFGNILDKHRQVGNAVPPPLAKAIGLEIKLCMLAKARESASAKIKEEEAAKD
NadD inh: inhibitors of S. aureus NadD, primary screen, biochemical, colorimetric, uHTS; Nicotinate-nucleotide adenylyltransferase NadD (Staphylococcus aureus N315); purified NadD enzyme, colorimetric absorbance read-out; inhibition, % at 20 µM; actives 0.78% (n = 360,000); in the data active = inhibition above about 26%; note: some compounds past the cut are filed as inactive
NRP1-CendR mod: modulators of CendR peptide binding to NRP-1, primary screen, biochemical, fluorescence polarization, uHTS; inhibition, % at 25 µM; actives 0.85% (n = 360,000); FAM-RPARPAR peptide binding to NRP-1;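 active = inhibition or corrected inhibition above about 18%, plus a signal ratio from 0.5 to 1.5, limit read from the data, passing the limit was not always enough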; note: strong numbers were not always called active
Rpn11 inh: Rpn11 (PSMD14) deubiquitinase inhibitors, primary screen, biochemical, fluorescence polarization, uHTS | 26S proteasome non-ATPase regulatory subunit 14 (Homo sapiens), O00487 | calls only at 20 µM | AID 588493, 2011 | human 26S proteasome, Ub4-pepOG fluorescence polarization; 20S core pre-blocked with epoxomicin | actives 0.59% (n = 360,000);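 active = inhibition at 20 µM, scaled to each plate's controls, above about 33%, limit read from the data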
STEP inh: STEP phosphatase inhibitors, primary screen, biochemical, fluorescence intensity, uHTS; recombinant STEP, OMFP fluorogenic substrate; actives 0.25% (n = 360,000); Tyrosine-protein phosphatase non-receptor type 5 (Homo sapiens), P54829; inhibition, % at 20 µM; AID 588621, 2011;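 active = inhibition at 20 µM, scaled per plate between control wells, above about 37%, limit read from the data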;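 note: 0% = DMSO with enzyme and substrate and 100% = substrate only without enzyme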
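Test system: STEP tyrosine phosphatase / Reagent: OMFP at 25 µM / Doses: 20 µM, 1% DMSO / Read-out: percent inhibition scaled to no-enzyme and uninhibited-enzyme controls, plate-pattern corrected / Detection: FITC-channel fluorescence of OMFP product / Medium: Bis-Tris buffer pH 6.0, 2.5 mM DTT, 0.005% Tween 20 / Schedule: 20 min at room temperature, dark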
SUMO1 PPI mod: modulators of SUMO1 protein-protein interactions, primary screen, biochemical, uHTS; SUMO1 binding to a labelled peptide, TR-FRET, 1 h; inhibition, % at 20 µM; actives 0.33% (n = 360,000); in the data active = inhibition above about 37%
SKN-1 block: suppressors of acrylamide-induced Pgst-4::GFP reporter in worms, primary screen, SKN-1 inhibitor project, whole organism, uHTS, GFP/RFP fluorescence ratio, strain VP596; C. elegans VP596 Pgst-4::GFP/RFP ratio, 24 h; inhibition, % at 21.8 µM; actives 0.49% (n = 360,000); AID 624304, 2012;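 active = interference check ratio from 0.5 to 1.5 plus GFP to RFP signal ratio inhibition reaching or exceeding a fixed threshold, cut at about 30% in these data, passing the limit was not always enough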; note: some compounds called inactive have numbers as strong as hits
* hit, by the source's call; i = inactive; / = not tested or not shown; + = active, no number.

SMILES | MT1-MMP act inh | Scp-1 inhibitor | LMPTP inh | DNMT1 block | NadD inh | NRP1-CendR mod | Rpn11 inh | STEP inh | SUMO1 PPI mod | SKN-1 block
COc1ccc(C=NNC(=S)Nc2ccc(F)cc2)cc1OC | 5 | -4 | 1.4 | -1 | 2 | -1 | i | -3 | 2 | -1
CC1(C)CCCC2=C1CC1C(=O)N(O)C(=O)C1C2 (stereo not drawn) | 5 | -4 | -1.0 | 5 | 3 | 9 | i | -1 | 0 | 1
COCCNC(=O)Nc1ccc2c(c1)N(C)C(=O)CS2 | 0 | -5 | -1.1 | -4 | 2 | -12 | i | -1 | 1 | 5
CC(=O)C[C@@H](O)CC(=O)[C@H]1OC(=O)CCCCCCc2ccccc21 | -4 | -6 | -0.2 | 2 | -3 | 11 | i | 0 | 5 | -7
CCC(C)(C)NC(=O)COc1ccc(C(=O)c2ccccc2)cc1 | 2 | -1 | 0.4 | -1 | 0 | 12 | i | -4 | -1 | 9
COc1cccc(-n2c(Cc3cc(=O)[nH]c(=O)[nH]3)nnc2SCc2cccnc2)c1 | -6 | -9 | -1.9 | 0 | 1 | 3 | i | 0 | 5 | -10
O=C(Nc1nc(-c2ccco2)c(-c2ccco2)s1)c1c(F)cccc1Cl | -6 | -9 | 5.3 | 70* | 43* | -122 | + | 1 | 5 | 5
COC(=O)c1cc(CNC(=O)c2sccc2-c2ccccc2)ccc1OC | 0 | -5 | -3.3 | 0 | -4 | -7 | i | 2 | 2 | -9
COc1ccc(NC(=O)Cn2nc(C(F)(F)F)c3c2CCCC3)c(OC)c1 | -6 | -11 | -0.7 | 3 | -4 | -4 | i | -1 | 1 | -24
CNS(=O)(=O)c1ccc(N2CCCC2)c([N+](=O)[O-])c1 | -1 | -6 | 0.2 | -1 | -7 | 2 | i | 2 | -15 | -5
COc1ccc(CC(=O)N(Cc2ccccc2)c2ccccc2)cc1S(=O)(=O)N1CCOCC1 | -2 | 2 | -1.9 | -2 | 0 | -3 | i | 1 | 3 | 8
CCCSC1=N/C(=C\C=C\c2ccco2)C(=O)S1 | -6 | 69* | 56* | 106* | 40* | -102 | + | 17 | 32 | 18
NCCCCCc1nnc(SCC(=O)Nc2cccc(Cl)c2)o1 | 2 | 0 | -0.7 | 6 | -3 | 13 | i | -10 | -1 | -6
COCCn1nnnc1C(C(C)C)N(Cc1cccnc1)Cc1cc2cc(OC)ccc2[nH]c1=O (stereo not drawn) | -4 | 8 | -0.7 | -15 | 6 | -9 | i | -1 | -1 | 1
CCOC(=O)Cc1c(-c2cccc(Cl)c2)nc2c3ccccc3ccn12 | -5 | / | 6.7 | / | 10 | -24 | / | / | 2 | 8
Cc1ccc(C)c(S(=O)(=O)NCC(=O)Nc2sc3c(c2C(N)=O)CCC(C)C3)c1 (stereo not drawn) | 1 | 5 | -2.1 | 20 | 7 | 9 | i | -10 | -1 | 0
CC(C)(C)n1nc(Cc2cccc3ccccc23)c(C#N)c1N | -2 | -2 | 2.5 | 3 | -6 | -11 | i | 2 | 4 | 1
Cc1ccc(-n2nc3c(=O)n(CC(=O)NC4CCCCC4)nc(C)c3c2C)cc1 | 5 | 0 | -2.5 | 0 | 3 | 12 | i | -2 | 3 | 15
N#C/C(=C(/O)c1ccc([N+](=O)[O-])cc1)c1nc2ccccc2[nH]1 | 3 | 1 | 21 | 2 | 10 | 22 | i | 16 | -1 | 6
Cc1nnc(SCC(=O)NC(C)(C)C)n1C1CCCCC1 | -3 | 16 | -1.4 | -4 | 14 | -2 | i | 2 | 1 | 2
Nc1nc(-c2ccco2)nn1C(=O)c1ccc(F)cc1 | 3 | -9 | -0.4 | 0 | 1 | 3 | i | -2 | -2 | 9
COC(=O)[C@@H]1C[C@@]2(O)[C@H](O)[C@H](O)[C@H](O)C[C@H]2N1Cc1cccc2ccccc12 | -1 | -6 | -0.1 | 4 | -1 | -4 | i | 5 | 7 | -4
CC1CCCN(S(=O)(=O)c2ccc(S(=O)(=O)N3CCCN(Cc4ccccc4)C3)cc2)C1 (stereo not drawn) | 1 | 0 | -1.1 | 11 | -8 | -4 | i | 2 | 1 | 3
CCc1nc2ccc(C(=O)NCc3ccc4c(c3)OCO4)cn2c1N(CCC(C)C)CCN(C)C | -2 | / | 0.4 | -1 | -5 | -1 | i | -3 | -3 | -11
C=C(C)COC(=O)C1CC2OC2CC1C(=O)OCC(=C)C (stereo not drawn) | 1 | -7 | 0.5 | 1 | 0 | 3 | i | -1 | 3 | 19

3 entries out of the list above, ordered by the value under MT1-MMP act inh, falling:
| Structure | MT1-MMP act inh |
| --- | --- |
| CC1CCCN(S(=O)(=O)c2ccc(S(=O)(=O)N3CCCN(Cc4ccccc4)C3)cc2)C1 (stereo not drawn) | 1 |
| CNS(=O)(=O)c1ccc(N2CCCC2)c([N+](=O)[O-])c1 | -1 |
| O=C(Nc1nc(-c2ccco2)c(-c2ccco2)s1)c1c(F)cccc1Cl | -6 |

Additional entries:
SMILES | MT1-MMP act inh | Scp-1 inhibitor | LMPTP inh | DNMT1 block | NadD inh | NRP1-CendR mod | Rpn11 inh | STEP inh | SUMO1 PPI mod | SKN-1 block
COCCCNS(=O)(=O)c1ccc(Cl)c(C(F)(F)F)c1 | 0 | -2 | -0.1 | -2 | -2 | 2 | i | 1 | -2 | -1
COc1cc(OC)c(C(=O)OCN2C(=O)c3ccccc3C2=O)cc1OC | 1 | -10 | -0.2 | 0 | 4 | 0 | i | 2 | -11 | -3
COc1ccc(CCNC(=O)COc2ccc(N(C)S(=O)(=O)c3ccc(C)cc3)cc2)cc1OC | 4 | -9 | -1.6 | -2 | -7 | 3 | i | 4 | 2 | 1
Cc1ccc(S(=O)(=O)NNC(=O)Nc2ccc([N+](=O)[O-])cc2)c(C)c1 | -4 | -13 | -1.1 | 1 | -2 | 4 | i | 2 | -8 | 7
Cc1nc(C)n(C(C)CNC(=O)c2cccc(Br)c2)n1 (stereo not drawn) | -4 | -14 | -3.2 | 1 | -3 | 9 | i | -3 | -4 | 21
CCc1ccc(CN(C)CC(=O)Nc2ccccc2[N+](=O)[O-])cc1 | -7 | -7 | 2.1 | -16 | 3 | 0 | i | 2 | -11 | 3
CN(C)S(=O)(=O)c1cccc(C(=O)NCc2ccco2)c1 | -6 | 2 | -2.1 | -2 | 0 | -4 | i | 9 | 8 | 4
O=C(Nc1ccc(NC(=O)c2ccco2)cc1)c1ccc2c(c1)OCO2 | 6 | 6 | -1.4 | 11 | 3 | 1 | i | 0 | -5 | -9
O=C(COc1ccc2ccc(=O)oc2c1)NC1CCCCC1 | / | 3 | -0.2 | 0 | 1 | 10 | i | 0 | -1 | 15
CNC(=O)C1CC(=O)N(CCc2ccc(OC)cc2)C(=Nc2ccc(OC)cc2)S1 (stereo not drawn) | 1 | -6 | -1.4 | -4 | -5 | -4 | i | -2 | -4 | -7
S=C(Nc1ccc(Oc2ccccc2)cc1)NC1CCCC1 | 2 | -3 | -0.6 | 1 | -4 | 3 | i | 0 | -1 | 12
Cc1cccc(COCCN2CCN(S(=O)(=O)c3ccccc3)CCC2=O)c1 | 0 | -3 | -0.7 | -2 | 1 | 9 | i | -1 | 0 | 24
Cn1c(=O)c2c(nc(NCCc3ccccc3)n2CC(=O)NCCc2ccccc2)n(C)c1=O | -5 | 3 | -2.5 | -2 | -5 | -11 | i | 5 | 0 | -3
CC1CCCN(CCCNC(=O)c2coc3nc4ccccc4nc23)C1 (stereo not drawn) | 2 | -3 | -10 | 3 | -2 | -1 | i | -2 | -8 | -4
O=C(N/N=C/C(Cl)=C/c1ccccc1)c1ccccn1 | -3 | -1 | -1.2 | 1 | -6 | -10 | i | -2 | -21 | 21
O=C(COc1ccc(S(=O)(=O)N2CCCC2)cc1Cl)NC1CCCC1 | -2 | 0 | -1.8 | -4 | -3 | -7 | i | 0 | 0 | -7
O=C(COc1ccccc1)Nc1nnc(-c2ccco2)o1 | -8 | -3 | 0.2 | 1 | 3 | 2 | i | 1 | -3 | 21
Cc1ccc(O)c(Cn2nnc3ccccc32)c1 | 9 | -7 | -0.2 | -1 | -3 | -6 | i | 0 | -1 | 25
Cc1onc(-c2c(Cl)cccc2Cl)c1C(=O)NNc1ccccc1 | -4 | 3 | 0.8 | 0 | -3 | -3 | i | 2 | 3 | 11
Nc1ccc(N2CCOCC2)c(Cl)c1 | 0 | -5 | 0.3 | -12 | 1 | 7 | i | -1 | -5 | 3
CN(Cc1ccccc1)S(=O)(=O)c1cccc2cccnc12 | 1 | 5 | 0.1 | 0 | 0 | -2 | i | 1 | -1 | 10
CCCNC(=O)C1CNc2ccccc2O1 (stereo not drawn) | 3 | -13 | -1.1 | 4 | -1 | 12 | i | -7 | -3 | -13
CC[n+]1ccc(C(=O)NCc2ccccc2)cc1 | -1 | -4 | -0.8 | -1 | -3 | -4 | i | 6 | -7 | 1
C#CCN(CC=C)C(=O)c1ccc2nc(C3CCCCC3)oc2c1 | -1 | -5 | -0.2 | -2 | -6 | -4 | i | -2 | 1 | 14
O=C(Nc1ccc(OC(F)(F)F)cc1)C1CC(=O)N(Cc2ccco2)C1 (stereo not drawn) | -1 | -3 | 0.8 | 2 | -3 | -2 | i | -2 | 6 | 1
NC(=O)c1ccccc1NC(=S)NC(=O)CCc1ccccc1 | 3 | -7 | 3.4 | 3 | 3 | 7 | i | 0 | -3 | -3
COc1ccc2[nH]cc(CCNS(=O)(=O)c3ccccc3)c2c1 | 3 | -7 | -0.5 | -12 | -9 | 4 | i | -1 | 3 | 7
Cc1cccc(NC(=O)c2ccc(S(=O)(=O)N(C)CC3CCCO3)cc2)c1C (stereo not drawn) | 0 | -2 | -1.4 | 2 | -4 | 9 | i | -2 | 4 | 16
Cc1oc(-c2ccccc2)nc1CSc1nc2c(c(=O)[nH]1)CCC2 | 4 | -5 | -0.1 | -2 | 2 | 4 | i | 1 | 7 | -3
